# OX1R antag – antagonists of human orexin 1 receptor (OX1R); Orexin/Hypocretin receptor type 1 (Homo sapiens), O43613; OX1R-expressing cells, FRET antagonist read-out; inhibition, % at 6.6 µM; hit rate 1.8% among 330,000; AID 485270, 2010; in the data active means inhibition mostly above about 38%, no sharp cut-off; inactive means mostly below about 40%;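 further: 0% = agonist challenge alone and 100% = reference antagonist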
# Target sequence (O43613 whole entry, looked up): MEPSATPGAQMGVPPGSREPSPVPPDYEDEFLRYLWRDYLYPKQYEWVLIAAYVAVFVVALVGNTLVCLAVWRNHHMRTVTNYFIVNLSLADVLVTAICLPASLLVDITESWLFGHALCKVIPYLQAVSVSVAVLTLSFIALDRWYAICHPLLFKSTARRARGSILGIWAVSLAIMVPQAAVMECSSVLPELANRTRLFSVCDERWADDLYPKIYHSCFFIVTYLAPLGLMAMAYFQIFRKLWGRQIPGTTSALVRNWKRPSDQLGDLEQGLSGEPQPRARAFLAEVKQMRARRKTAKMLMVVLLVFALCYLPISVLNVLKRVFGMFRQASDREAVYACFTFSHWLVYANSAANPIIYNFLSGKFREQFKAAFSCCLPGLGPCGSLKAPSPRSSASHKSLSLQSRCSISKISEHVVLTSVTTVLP
# STK33 inh – inhibitors of purified STK33 kinase, primary screen, biochemical, ADP-Glo luminescence, homogeneous, cell-free; inhibition, % at 10 µM; Serine/threonine-protein kinase 33 (Homo sapiens), Q9BYT3; MBP phosphorylation; hit rate 0.073% among 320,000;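 active means inhibition at or above 25%, using the most active replicate where run in duplicate; inactive means inhibition below 25%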
# Active calls of the source: *; . = not tested or not shown; & = joins results of further samples.
SMILES,OX1R antag,STK33 inh
COc1ccccc1/C=N/NC(=O)CC(=O)Nc1ccc(Cl)c(Cl)c1,15,0.1
N#Cc1ccccc1OCCCN1CCC(Cc2ccccc2)CC1,6,-0.8
Cc1cc(O)c2c(c1)C(O)(C1OC(CO)C(O)C(O)C1O)c1cccc(O)c1C2=O (stereo not drawn),7,-0.8
O=C(Cn1c(C(F)(F)F)nc2ccccc21)N=Nc1c(O)[nH]c2ccc(Br)cc12,3,0.0
CCCn1nc2cc(C(=O)NCc3ccccc3)ccc2c1OCC,15,-0.7
O=C(CSCc1c(F)cccc1Cl)NCc1ccncc1,15,0.0
O=C1NC2(CCCCC2)C(=O)N1Cc1ccc([N+](=O)[O-])cc1,25,-1.6
Cc1ccc(C)c(NCc2n[nH]c(=S)n2-c2ccccc2)c1,14,-0.3
CC(C)c1[nH]c(=O)c(C#N)c2c1COC(C)(C)C2,7,-1.8
O=C(COC(=O)/C=C/c1cn(-c2ccccc2)nc1-c1cccnc1)Nc1ccc(Cl)cc1Cl,9,-1.3
OCCNc1nc(Nc2ccccc2O)nc(N2CCCC2)n1,4,-0.2
C=CCn1c(SCC(=O)NC2CCCCC2)nnc1-c1ccccn1,22,0.7
CCCCn1c(N)c(N(CC(C)C)C(=O)c2ccc(F)c(S(=O)(=O)N3CCOCC3)c2)c(=O)[nH]c1=O,8,0.9
CN(C)CCCN(C(=O)c1ccc2c(c1)OCCO2)c1nc2ccc(Cl)cc2s1,11,-1.3
Cn1cnnc1SCc1ccccc1[N+](=O)[O-],8,-3.1
CCOc1ccc(CCNC(=O)CCn2cccc2)cc1OCC,17,-1.1
COc1ccc(CCNC(=O)CN2C(=O)c3cccc4cccc(c34)C2=O)cc1OC,32,-1.2
COc1ccc(NS(=O)(=O)c2cccc(C(=O)N/N=C/c3ccc4c(c3)OCCO4)c2)cc1,10,-1.4
Cc1nn(Cc2c(Cl)cccc2Cl)c(C)c1NC(=O)Cn1nc([N+](=O)[O-])c(Cl)c1C,5,0.0
C/C(=C\c1ccccc1)C(=O)NCCCn1ccnc1,6,-1.2
COc1ccccc1CNC(=O)Cn1cnnn1,-3,0.6
O=C(Nc1nccs1)C1CCCN1S(=O)(=O)c1cccc2cccnc12 (stereo not drawn),47*,1.7
CCc1noc(C)c1C(=O)OCC(=O)Nc1ncc(Cl)cc1Cl,16,-0.7
Cc1ccc(C)c(OCCn2cc(/C=C(\C#N)C(=O)NCc3cccs3)c3ccccc32)c1,12,0.1
CCCCN(CC)S(=O)(=O)c1ccc(C(=O)Nc2nnc(COC)o2)cc1,30,-0.1

# Next section, overlapping the part above by 2 compounds.
SMILES,OX1R antag,STK33 inh
Cc1ccc(C)c(OCCn2cc(/C=C(\C#N)C(=O)NCc3cccs3)c3ccccc32)c1,12,0.1
CCCCN(CC)S(=O)(=O)c1ccc(C(=O)Nc2nnc(COC)o2)cc1,30,-0.1
COc1cccc(CC(=O)N2CCC(CCC(=O)Nc3cccc(OC)c3)CC2)c1,8,-0.5
CC(C)(Sc1ccc(CCN(CCCCC2CCCCC2)C(=O)NC2CCCCC2)cc1)C(=O)O,40,0.5
COc1ccc(C)cc1S(=O)(=O)Nc1cccc(Cl)c1Cl,15,-0.1
CCc1ccc(OCCOCC(O)CNC(C)CC)cc1 (stereo not drawn),9,-0.2
Cc1ccc(C2(C)NC(=O)N(CC(=O)Nc3ccccc3C(=O)NC3CCCC3)C2=O)cc1 (stereo not drawn),23,-0.3
CC(C)c1c(C(=O)N/N=C2\CCc3ccccc32)nnn1-c1nonc1N,12,-0.9
O=C(NCc1cn(-c2ccccc2)nc1-c1ccccc1)c1ccc([N+](=O)[O-])cc1,20,-0.9
Cc1ccccc1NC(=O)CSc1nnc(Cc2ccccc2)c(=O)n1N,2,1.0
CC1=CC(=O)c2ccccc2C1=O,8&23,0.2&-0.4
CCOC(=O)C(=NC1CCCCC1)NNc1cccc(C(F)(F)F)c1,4,-1.1
CC(Sc1nnc(NC(=O)c2cc3ccccc3oc2=O)s1)c1ccccc1 (stereo not drawn),8,-0.4
CCOc1ccc(NC(=O)COC(=O)CCCc2c[nH]c3ccccc23)cc1,7,-1.3
Cc1ccsc1C(=O)NNC(=O)C1CC=CCC1C(=O)O (stereo not drawn),11,-1.3
CC(O)CNc1nc2c(c(=O)n(Cc3ccc(Br)cc3)c(=O)n2C)n1C (stereo not drawn),12,-1.1
Cc1ccc(C(=O)Nc2ccc(S(=O)(=O)N3CCCC3)cc2)o1,17,-0.4
CC(C)CCOc1ccc(CO[C@@H]2[C@H]3OC(C)(C)O[C@H]3O[C@@H]2C(O)CO)cc1 (stereo partly drawn),0,-0.5
COc1ccccc1-c1nnc(SCc2nc3ccccc3[nH]2)n1C,5,-0.9
Cc1ccc(C)c(OCCSc2nnc(-c3cccnc3)n2N)c1,15,0.5
COc1ccc(O)c(/C=N/N2CCOCC2)c1,10,-1.2
CCOC(=O)/C(=C\C=C\c1ccccc1)NC(=O)c1ccccc1,14,-1.9
NC(=O)C1CCN(CC(=O)Nc2ccccn2)CC1,17,0.2
COCCn1nnnc1C(C(C)C)N1CCN(C(=O)c2ccco2)CC1 (stereo not drawn),20,-0.8
CC1CCC2(CC1)NC(=O)N(CC(=O)NC(C)c1ccc(F)c(F)c1)C2=O (stereo not drawn),7,0.5
CCc1ccc(C(=O)NNC(=O)c2n[nH]c(=O)c3ccccc23)cc1,2,0.3
CC(Sc1nc(-c2ccccc2)cc(C(F)(F)F)n1)C(=O)N1CCOCC1 (stereo not drawn),17,-8.5

# Part of the list above, field by field.
molecule: CC(C)(Sc1ccc(CCN(CCCCC2CCCCC2)C(=O)NC2CCCCC2)cc1)C(=O)O
  OX1R antag: 40	STK33 inh: 0.5
molecule: COc1ccc(C)cc1S(=O)(=O)Nc1cccc(Cl)c1Cl
  OX1R antag: 15	STK33 inh: -0.1
molecule: CCc1ccc(OCCOCC(O)CNC(C)CC)cc1 (stereo not drawn)
  OX1R antag: 9	STK33 inh: -0.2
molecule: Cc1ccc(C2(C)NC(=O)N(CC(=O)Nc3ccccc3C(=O)NC3CCCC3)C2=O)cc1 (stereo not drawn)
  OX1R antag: 23	STK33 inh: -0.3

# (continued)
SMILES,OX1R antag,STK33 inh
N#CCC(=O)Nc1ccc(C(=O)OCC(=O)N2CCCC2=O)cc1,7,-0.6
Cc1ccc(S(=O)(=O)N2C[C@@H]3CCCC[C@@H]3[C@@H](C)[C@H]2c2cn(Cc3ccccc3)c3ccc(F)cc23)cc1,4,.
CCC(=O)Nc1ccc(S(=O)(=O)N2CCc3ccccc3C2)cc1,4,0.7
COc1ccc2cc(CN(CCc3ccccc3)Cc3nnnn3Cc3ccco3)c(=O)[nH]c2c1,15,0.9
O=C(O)c1cccc(S(=O)(=O)N2CCC(n3nnc4cc(C(F)(F)F)ccc43)CC2)c1,10,1.0
O=C(c1ccco1)N1CCN(CCCCOc2cccc3ccccc23)CC1,10,1.1
Cc1nn(C)c(Cl)c1CN1CCN(C2CCCCC2)C(CCO)C1 (stereo not drawn),12,0.3
CC(C)(C)NC(=O)C1CC(=O)OC12CCOC(C)(C)C2 (stereo not drawn),15,0.6
Cc1ccc(C)c(OCc2cc(C(=O)NC3CCOC(C)(C)C3)no2)c1 (stereo not drawn),3,1.3
CSc1ccc(Cl)c(C(=O)OCC(=O)N2CCOCC2)c1,13,-0.2
CCOC(=O)CCC(=O)N1CCOCCOCCN(C(=O)CCC(=O)OCC)CCOCCOCC1,14,-3.5
CCN(CC)CCNC1=CC(=O)OC12CCCCC2,11,-1.9
CCOC(=O)C1=C(C)NC(C)=C(C(=O)OCC)C1,7&12,-1.5&-0.6
O=C(CCN1C(=O)c2ccncc2C1=O)Nc1ccc2c(c1)OCCO2,35,-0.3
COc1ccc(C)cc1S(=O)(=O)n1c([N+](=O)[O-])cnc1C,6,-1.5
CC1CCCCC12NC(=O)N(CC(=O)NC(=O)NCc1ccco1)C2=O (stereo not drawn),6,-0.7
Cc1ccc(-c2n[nH]c(=S)c3ccccc23)cc1S(=O)(=O)NCC1CCCO1 (stereo not drawn),26,0.9
Cc1cccc(NC(=O)C2CCCN(S(=O)(=O)c3cccc4nsnc34)C2)n1 (stereo not drawn),84*,-1.0
CC(C)CN(C(=O)COC(=O)Cc1n[nH]c(=O)c2ccccc12)C1CCS(=O)(=O)C1 (stereo not drawn),7,-0.8
C[C@H](CO)N1C[C@H](C)[C@@H](CN(C)S(=O)(=O)c2cccs2)Oc2ccc(NC(=O)C3CC3)cc2C1=O,11,.
O=C(Nc1cccc2c1CCCC2)c1ccncc1,10,0.4
CC1(C)O[C@@H]2[C@H](O1)[C@@H](CO)O[C@H]2n1c(N2CCCCC2)nc2c(N)ncnc21,-2,-0.2
Cc1cc(NC(=O)C2CC(c3ccc(F)cc3)=NO2)n(-c2ccccc2)n1 (stereo not drawn),-4,-0.5
CCC(C)Nc1ncnc2c1cnn2Cc1ccc(Cl)cc1 (stereo not drawn),10,-0.6
O=C1COc2ccc(C(=O)COC(=O)Cn3cnc4ccccc43)cc2N1,2,0.0

# (further entries)
SMILES,OX1R antag,STK33 inh
O=C(N/N=C/C(Br)=C/c1ccccc1)c1ccncc1,6,0.7
CCC(NC(=S)NC1CCCCC1)c1ccc(C(C)C)cc1 (stereo not drawn),.,-1.5
CCOc1ccc2nc(NCCCO)[nH]c2c1,10,2.0
Cn1c(=O)c(C(=O)CN2CCOCC2)c(N)n(Cc2ccccc2)c1=O,24,-1.8
Cc1ccc(-n2c(CCC(=O)O)ccc2-c2cccs2)cc1,21,-2.0
Nc1c(C=C2C=CC(=O)C=C2)c(=O)nc2sc(CC(=O)N3CCOCC3)nn12,-2,-1.1
O=C(Nc1ccccc1-c1nnn(CC(=O)N2CCCc3ccccc32)n1)c1cccc(Cl)c1,17,-0.7
Cc1nnc(C)c2c(C)n(C(C)c3ccccc3)c(C)c12 (stereo not drawn),11,-1.0
O=C(NCCC(=O)N1CCCCCCC1)c1ccc(Cl)cc1,2,-0.7
CN1C(=O)/C(=C/c2ccccc2OCc2ccccc2)NC1=S,32,-1.3
CC(=O)Nc1ccc(C(=O)N2CCN(C(=O)c3ccco3)CC2)cc1,11,-2.1
Cn1c(CNC(=O)Nc2ccccc2)nnc1SCc1ccccc1,16,-0.8
O=C(O)C(CCCCNS(=O)(=O)c1ccc(F)cc1)NS(=O)(=O)c1ccc(F)cc1 (stereo not drawn),-9&17,-3.9&0.9
Cc1cccc(C(=O)N2CCC(N3CCC(C(=O)N4CCOCC4)CC3)CC2)c1,-8,0.7
Cc1cc(C)cc(OCc2ccc(C(=O)NC3CCOC3=O)o2)c1 (stereo not drawn),4,-2.3

# Laid out differently: results already given
Molecule: Cc1cccc(C(=O)N2CCC(N3CCC(C(=O)N4CCOCC4)CC3)CC2)c1
  OX1R antag = -8	STK33 inh = 0.7
Molecule: Cn1c(=O)c(C(=O)CN2CCOCC2)c(N)n(Cc2ccccc2)c1=O
  OX1R antag = 24	STK33 inh = -1.8
Molecule: CN1C(=O)/C(=C/c2ccccc2OCc2ccccc2)NC1=S
  OX1R antag = 32	STK33 inh = -1.3
Molecule: CCOc1ccc2nc(NCCCO)[nH]c2c1
  OX1R antag = 10	STK33 inh = 2.0

# Record cards (already shown):
# O=C1NC2(CCCCC2)C(=O)N1Cc1ccc([N+](=O)[O-])cc1 in the list: OX1R antag: 25; STK33 inh: -1.6
# C[C@H](CO)N1C[C@H](C)[C@@H](CN(C)S(=O)(=O)c2cccs2)Oc2ccc(NC(=O)C3CC3)cc2C1=O in the list: OX1R antag: 11; STK33 inh: .
